# AP ELISA ortho: alternative complement pathway inhibitors, primary screen, biochemical, ELISA, human serum, orthogonally pooled compounds; 62,000 compounds, 0.08% hits; inhibition, % at 5 µM; LPS-coated ELISA, C3 deposition; tested in compound mixtures;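 active means inhibition above 30% in each of the two pooled mixtures holding the compound, so the lower value exceeds 30%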;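 further: 0% = serum in Mg-EGTA without compound and 100% = EDTA serum blank; some compounds past the cut are filed as inactive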
#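 Medium: diluted human serum in Mg2+-EGTA GVB++. Assay system: human serum complement alternative pathway, C3 deposition onto LPS. Also added: Plate-bound LPS. Technique: Anti-C3 ELISA, OD 450 nm. Measure: percent inhibition. Incubation: 1 h at 37 °C. Dosing: 5 µM each compound, pools of ten, 50 µM per pool.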
# 5HT1E ag: 5-HT1E receptor agonists, primary screen, cell-based, HTS. 5-hydroxytryptamine receptor 1E (Homo sapiens), P28566. AID 574, 2007. 65,000 compounds, 0.69% hits. activation, % at 6 µM. CHO 5-HT1E Ga15 NFAT-bla reporter, FRET; 0% DMSO wells, 100% control agonist wells;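 active means activation above a set limit, the screen-wide mean activation plus 3 SD, cut at about 8.5% in these data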;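 further: 100% = positive control agonist at 1 µM giving full maximal response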
# S1P3 ag: human S1P3 receptor agonists, primary screen, cell-based, primary and confirmation, NFAT-BLA reporter; Sphingosine 1-phosphate receptor 3 (Homo sapiens), Q99500; S1P3 NFAT-BLA reporter cells, agonism, FRET ratio; relative to 1 µM S1P, basal subtracted; 60,000 compounds, 0.1% hits; activation, % at 4.5 µM;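 active means activation above the screen-wide mean plus 3 SD, cut at about 4.5% in these data, passing the limit was not always enough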; further: some compounds called inactive have numbers as strong as hits
#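 Material: Human S1P3 NFAT-BLA reporter CHO cells | Incubation: Overnight plating, 4 h compound 37 °C, 2 h substrate RT | Signal: FRET β-lactamase substrate fluorescence, excitation 405 nm, 460/535 nm emission ratio, background-subtracted | Compound: 4.5 µM final, single dose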
# SF1 activator: activators of human SF-1, primary screen, cell-based, CHO-K1, Gal4-SF-1 LBD, luciferase luminescence; AID 522, 2006; CHO-K1 Gal4-SF-1 LBD luciferase reporter; % increase over DMSO SF-1-specific signal; activation, % at 10 µM; 65,000 compounds, 1.9% hits;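 active means activation above the mean activation of all tested compounds plus 3 SD, cut at about 50% in these data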
#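 Assay system: CHO-K1 cells co-transfected with Gal4 DBD–human SF-1 LBD, 5xGal4 luciferase reporter; doses: 10 µM only; incubation: 20 h compound exposure at 37 °C after 1 h cell settling; signal: luciferase light emission; evaluation: percent activation versus DMSO; repeats: one test per compound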
# tolC growth inh: growth inhibitors of E. coli tolC mutant, primary screen, strain BW25113 ΔtolC::kan, 384-well. OD615. growth inhibition, % at 10 µM (by protocol). 65,000 compounds, 2.2% hits;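 active means growth inhibition at or above a cutoff equal to the mean over every tested compound plus 3 SD, cut at about 60% in these data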;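 further: growth measured after 20 h incubation at 37 °C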
#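 Assay system: tolC-deleted E. coli BW25113. Medium: kanamycin-containing LB broth (50 µg/mL). Dosing: 10 µM final, single dose. Timing: bacterial growth with compound for 20 h at 37 °C. Detection: A615 absorbance measurement. Read-out basis: growth inhibition in percent.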
# 5HT1a antag: human 5-HT1a receptor antagonists, primary screen, cell-based, CHO, Ga15 NFAT-bla reporter; inhibition, % at 10 µM; 5-hydroxytryptamine receptor 1A (Homo sapiens), P08908; AID 612, 2007; 62,000 compounds, 0.68% hits; CHO 5-HT1a Ga15 NFAT-bla reporter, antagonist mode;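 active means inhibition above the mean of all tested compounds plus 3 SD, cut at about 43% in these data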;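 further: receptor stimulated by 5-CT agonist at 100 nM near EC80; beta-lactamase reporter measured by ratiometric fluorescence of a cleavable substrate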
# Target sequence (P08908 whole entry, looked up): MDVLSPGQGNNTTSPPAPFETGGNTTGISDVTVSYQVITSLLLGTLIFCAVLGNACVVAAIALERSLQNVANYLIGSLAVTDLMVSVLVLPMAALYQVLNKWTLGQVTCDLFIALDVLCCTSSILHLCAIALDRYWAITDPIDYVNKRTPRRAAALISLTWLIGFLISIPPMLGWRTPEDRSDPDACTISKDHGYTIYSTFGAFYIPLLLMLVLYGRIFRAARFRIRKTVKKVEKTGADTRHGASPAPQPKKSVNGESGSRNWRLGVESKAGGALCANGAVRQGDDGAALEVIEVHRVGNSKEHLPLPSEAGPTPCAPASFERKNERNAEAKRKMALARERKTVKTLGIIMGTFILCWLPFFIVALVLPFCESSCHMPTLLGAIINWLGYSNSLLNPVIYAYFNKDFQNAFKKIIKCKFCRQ
# RORA act: activators of orphan receptor RORA, primary screen, cell-based, luminescence; activation, % at 10 µM; Nuclear receptor ROR-alpha (Homo sapiens), P35398; CHO-K1 Gal4-RORA LBD luciferase reporter; percent increase over mock-subtracted basal signal; AID 560, 2006; 65,000 compounds, 1.5% hits;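 active means activation above the mean of all tested compounds plus 3 SD, cut at about 49% in these data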;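 further: 0% = DMSO-treated RORA cells and 100% = added signal equal to DMSO minus mock-transfected cells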
# 5HT1E antag: 5-HT1E receptor antagonists, primary screen, cell-based, HTS | 5-hydroxytryptamine receptor 1E (Homo sapiens), P28566 | CHO 5-HT1E Ga15 NFAT-bla reporter, FRET, antagonist | inhibition, % at 6 µM | 65,000 compounds, 0.99% hits;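 active means inhibition above a set limit, the mean inhibition across every tested compound plus 3 SD, cut at about 29% in these data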;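 further: signal is the 460 over 535 nm emission ratio of beta-lactamase substrate; 0% = agonist plus DMSO wells and 100% = wells without agonist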
# S1P1 ag pot: S1P1 agonists and agonism potentiators, primary screen, cell-based, primary and confirmation screens, CRE-bla reporter | Sphingosine 1-phosphate receptor 1 (Homo sapiens), P21453 | S1P1 CRE-bla cells, forskolin, beta-lactamase FRET, potentiator mode; S1P1 agonist co-added at EC20, 2 nM; 100% = saturating reference agonist, 0% = basal | activation, % at 9.5 µM | 56,000 compounds, 0.57% hits | AID 449, 2006;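 active means activation above a cutoff set at the mean activation of all tested compounds plus 3 SD, cut at about 54% in these data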;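 further: forskolin at 4 µM as EC80 and the EC20 agonist is SEW2871; 100% = SEW2871 at its EC100 plus forskolin at EC80; some compounds past the cut are filed as inactive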
# Target sequence (P21453 whole entry, looked up): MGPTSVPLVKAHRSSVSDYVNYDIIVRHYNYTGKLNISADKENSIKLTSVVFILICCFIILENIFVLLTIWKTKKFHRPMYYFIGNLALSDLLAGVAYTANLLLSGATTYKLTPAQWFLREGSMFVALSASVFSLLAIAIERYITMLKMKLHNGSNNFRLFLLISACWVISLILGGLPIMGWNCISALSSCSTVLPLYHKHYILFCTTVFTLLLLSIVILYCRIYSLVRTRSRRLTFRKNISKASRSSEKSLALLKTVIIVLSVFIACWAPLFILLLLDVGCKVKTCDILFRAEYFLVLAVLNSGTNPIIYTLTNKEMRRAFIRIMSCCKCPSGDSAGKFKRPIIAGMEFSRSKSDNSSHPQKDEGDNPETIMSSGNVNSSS
# Starred values were filed as active, the others as inactive; . = no result given.
SMILES,AP ELISA ortho,5HT1E ag,S1P3 ag,SF1 activator,tolC growth inh,5HT1a antag,RORA act,5HT1E antag,S1P1 ag pot
COc1ccccc1NC(=O)C1=C(C)Nc2nc(-c3ccc(N(C)C)cc3)nn2C1c1ccncc1 (centres undefined),4,-0.2,-1.5,-4,14,3,-7,1,8
CC(=O)N=C1SC2CS(=O)(=O)CC2N1c1cccc(Cl)c1Cl (centres undefined),9,1.2,-0.5,-11,-15,-2,-5,-9,6
COc1ccc(N2CCN(c3oc(-c4ccccc4OC)nc3C#N)CC2)cc1,1,-0.8,0.0,-1,33,-10,15,-6,-20
Cn1c(=O)[nH]c(=O)c2c1nc(N1CCCCCC1)n2CCSc1nc2ccccc2[nH]1,-6,0.3,-0.1,4,18,-11,24,8,15
O=C(N1CCOCC1)N(Cc1ccccc1)c1ccccn1,-6,0.4,-0.7,0,-13,6,13,8,-5
COc1ccc2[nH]c(=O)c(CN(C(=O)c3ccccn3)c3ccccc3)cc2c1,5,0.2,-0.9,13,-7,2,8,4,-19
O=C(CCSc1nnnn1-c1ccccc1)N1CCOCC1,5,-0.1,.,6,2,-3,2,-1,.
O=C(CCNS(=O)(=O)c1cccc2nsnc12)NCCc1ccccc1,12,0.1,.,0,0,-4,11,4,.
N#Cc1cnc(Nc2nc3ccccc3o2)nc1-c1ccccc1,18,-0.1,.,19,36,2,29,-2,.
CCOc1ccc(NCCC(=O)c2ccc3c(c2)OCO3)cc1,24,0.5,-0.5,-4,-5,-4,-17,6,3

# 8 entries from above, ordered by molecular weight, rising.
SMILES,AP ELISA ortho,5HT1E ag,S1P3 ag,SF1 activator,tolC growth inh,5HT1a antag,RORA act,5HT1E antag,S1P1 ag pot
O=C(N1CCOCC1)N(Cc1ccccc1)c1ccccn1,-6,0.4,-0.7,0,-13,6,13,8,-5
N#Cc1cnc(Nc2nc3ccccc3o2)nc1-c1ccccc1,18,-0.1,.,19,36,2,29,-2,.
O=C(CCSc1nnnn1-c1ccccc1)N1CCOCC1,5,-0.1,.,6,2,-3,2,-1,.
CC(=O)N=C1SC2CS(=O)(=O)CC2N1c1cccc(Cl)c1Cl (centres undefined),9,1.2,-0.5,-11,-15,-2,-5,-9,6
COc1ccc2[nH]c(=O)c(CN(C(=O)c3ccccn3)c3ccccc3)cc2c1,5,0.2,-0.9,13,-7,2,8,4,-19
O=C(CCNS(=O)(=O)c1cccc2nsnc12)NCCc1ccccc1,12,0.1,.,0,0,-4,11,4,.
Cn1c(=O)[nH]c(=O)c2c1nc(N1CCCCCC1)n2CCSc1nc2ccccc2[nH]1,-6,0.3,-0.1,4,18,-11,24,8,15
COc1ccccc1NC(=O)C1=C(C)Nc2nc(-c3ccc(N(C)C)cc3)nn2C1c1ccncc1 (centres undefined),4,-0.2,-1.5,-4,14,3,-7,1,8

# The listing continues.
SMILES,AP ELISA ortho,5HT1E ag,S1P3 ag,SF1 activator,tolC growth inh,5HT1a antag,RORA act,5HT1E antag,S1P1 ag pot
O=C(c1cccc(S(=O)(=O)N2CCCC2)c1)c1cccc(S(=O)(=O)N2CCCC2)c1,5,1.3,-0.5,-19,11,-8,-12,8,-5
Cc1cc(C)n(-c2ccc(C(=O)Nc3nnc(C4CC4)s3)cc2)n1,14,-0.1,0.0,11,-7,0,-7,-2,-25
COc1cc(C)c(S(=O)(=O)Nc2ccc(CC(=O)O)cc2)cc1C,16,4.0,-0.1,-3,-19,-12,-20,4,-23
Cc1cc(C)c2c(=O)n(-c3ccccc3)[nH]c2n1,-6,13*,-0.3,4,-12,-6,-2,1,-6
COc1ccc(OCc2nn3c(-c4ccccn4)nnc3s2)cc1,2,-0.1,0.0,-1,14,11,15,12,-16
CCOc1ccc(N2C(=O)CC(Sc3nc(C)cc(C)n3)C2=O)cc1 (centres undefined),19,0.0,-0.6,-6,-3,-15,9,8,.
CC(OC(=O)c1cc2sccc2n1C)C(=O)NCc1ccc2c(c1)OCO2 (centres undefined),12,-0.5,0.0,0,-9,5,-40,1,10
COc1cc(C)c(C(C)C)cc1S(=O)(=O)NCCCn1ccnc1,-5,1.6,-0.9,-10,16,-11,13,1,5
CCn1cc(C(=O)NCCCN(C)C)c(=O)c2cc(F)c(N3CCN(C)CC3)cc21,-3,-0.3,-2.8,-9,23,.,-4,-12,4
CCSc1nnc(NC(=O)NCC(F)(F)F)s1,.,-0.9,-3.0,12,15,.,9,-6,8
CCCS(=O)(=O)N1CCCC(C(=O)NCCN(C)Cc2ccccc2)C1 (centres undefined),13,0.6,-0.1,8,-11,-4,-15,-10,-5
CCCCNC(=O)c1cn(C)c2ccc(S(=O)(=O)N3CCOCC3)cc2c1=O,15,-0.5,-0.5,3,-3,0,-3,-2,-6
COc1ccccc1NC(=O)C1CC(=O)OC1c1ccccc1 (centres undefined),4,-0.1,0.4,-12,-28,6,6,-5,2
Nc1c(Br)cc2oc(-c3ccccc3)nc2c1Br,.,-0.9,-2.8,76*,7,.,52*,-8,7
CN1CCN(C2=C(Cl)C(=O)N(c3cccc(Cl)c3)C2=O)CC1,6,0.1,-0.6,-15,8,2,0,13,16
CCC(=O)OC1CSc2nc3ccccc3n2C1 (centres undefined),3,-0.1,-0.9,10,-24,0,-7,4,-18
COc1ccc(/C=N/n2cncn2)cc1CSc1ccccn1,.,16*,-4.9,-1,4,.,-13,-8,-15
CCOC(=O)CSc1nc2cc(C)ccc2cc1C#N,-9,-0.3,-0.4,85*,14,10,71*,13,24
CC(C)NC(=O)c1nc2ccccc2s1,8,-0.5,-1.5,25,-3,8,7,1,.
CC(=O)N1CCc2cc(S(=O)(=O)NC3CCCc4ccccc43)ccc21 (centres undefined),5,0.6,.,-28,13,8,-24,10,.
Cc1ccc(C(=O)NC2CC3CCCC(C2)N3C(=O)NC2CCCCC2)cc1 (centres undefined),-1,1.1,-0.4,-1,-16,-10,10,6,0
COc1ccc(-c2nnc(SCc3ccccc3F)o2)cc1OC,11,-0.3,1.1,46,9,10,40,30*,42
CC1CCCN(CCCNC(=O)CCn2nc(-c3ccccc3)ccc2=O)C1 (centres undefined),12,-0.1,-0.5,-6,-14,-6,-4,0,4
Cc1cc(C(=O)N2CCN(C(c3ccccc3)c3ccccc3)CC2)no1,-1,-0.8,4.7,-27,27,-4,-23,-2,69*
COc1cccc(NC(=O)C2C3C=CC4(O3)C2C(=O)N(C(C)C)C4C(=O)NC2CCCCC2C)c1 (centres undefined),-5,-0.5,0.9,-21,-8,2,13,-4,1
O=C(CCCc1cccs1)Nc1nc2c(s1)CCCC2,10,0.1,-0.5,73*,53,17,37,6,-35
CCn1c(SCC(=O)Nc2c(C)n(C)n(-c3ccccc3)c2=O)nnc1-c1cccc(C)c1,4,0.0,-0.5,-14,-2,-11,-11,3,-4
CNc1oc(-c2cccs2)nc1C#N,4,-0.5,-0.4,13,19,.,2,0,2
O=c1/c(=C\c2cccnc2)sc2nc3ccccc3n12,2,-0.2,0.7,38,-18,-18,47,4,-20
O=C(CCCCn1c(=O)[nH]c2ccsc2c1=O)NCc1cccnc1,0,0.2,.,-2,-10,-8,16,-3,.
c1cncc(CSc2nnc(-c3cccnc3)n2Cc2ccco2)c1,6,0.2,0.1,-11,-17,3,-15,-3,2
COc1ccc(CCN(Cc2nc3ccccc3c(=O)[nH]2)C(=O)c2ccco2)cc1OC,-4,0.7,0.2,5,-6,-7,2,3,-28
CN1C(=O)c2ccc(C(=O)NCc3ccccc3)cc2C1=O,13,-0.2,-0.9,-10,-5,-4,-3,1,.
CC(=O)OCC(=O)[C@@]12OC3(CCCC3)O[C@@H]1C[C@H]1[C@@H]3CCC4=CC(=O)C=C[C@]4(C)[C@@]3(F)[C@@H](O)C[C@@]12C,-12,0.3,0.7,-15,16,.,-8,-6,14
Cc1cccc(OCCCC(=O)Nc2ccc3c(c2)OCO3)c1,12,-1.0,-0.7,10,8,-7,-10,2,2
CC(=O)NC(O)C(=O)c1ccccc1 (centres undefined),11,-0.4,-1.5,-2,-11,-3,-10,22,10
CC(=O)c1ccc(N2CCN(C(=O)c3ccco3)C(C)C2)c(F)c1 (centres undefined),-16,-0.5,-1.5,-8,9,5,-14,8,14
CN1CCN(c2cc(=O)n(-c3ccc(Cl)cc3)c(=O)[nH]2)CC1,5,1.0,-1.6,-4,-12,-2,4,1,-2
CCOc1ccc(C(=O)Cc2ccc3oc(C(=O)O)cc3c2)c(O)c1,3,-0.9,.,-5,8,7,11,0,.
Cn1c(C(=O)N2CCN(c3nc4ccccc4s3)CC2)cc2sccc21,-8,0.5,-0.3,-10,-7,-8,-4,6,18

# Compound activity as filed in PubChem BioAssay.

# Compounds were not picked by outcome. Share with any hit: about 7.1%.
